Source: PubChem BioAssay (several laboratories)
IMP-1 inhibitor: IMP-1 metallo-beta-lactamase inhibitors, primary screen, biochemical, epi-absorbance readout, Pseudomonas aeruginosa enzyme | hit rate 0.45% among 290,000 | purified IMP-1, nitrocefin hydrolysis, epi-absorbance fluorescence | inhibition, % at 5.6 µM | metallo-beta-lactamase IMP-1 (Pseudomonas aeruginosa) | AID 1556, 2009;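 active = inhibition above the mean plus 3 SD of all compounds in the same screening run, cut at about 4.5% in these data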;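 note: 0% = IMP-1 with DMSO and 100% = DMSO wells lacking enzyme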
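System: purified IMP-1; amount: IMP-1 0.2 nM before substrate addition; compound: single dose, 5.6 µM; times: 25 °C, 15 min preincubation, 25 min reaction; signal: Epi-absorbance via hydrolysed-nitrocefin quenching of white-plate fluorescence, 480/530 nm, EDTA stop; benchmarks: DMSO with and without IMP-1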
HCV NS3 hel inh: inhibitors of HCV NS3 helicase, primary screen, biochemical, Cy5 molecular beacon fluorescence. Hepatitis C virus NS3 helicase. NS3 helicase DNA unwinding. inhibition, % at 10.9 µM. hit rate 0.56% among 290,000. AID 1800, 2009;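 active = inhibition above the mean of all tested compounds plus 3 SD, set per campaign, cut at about 35% in these data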;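 note: 0% = DMSO wells and 100% = thioflavine S control wells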
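Measured by: Cy5 fluorescence, 0 and 60 min reads / Assay system: NS3 helicase fragment of HCV / Control set: low DMSO, high thioflavine S at 110 µM / Times: 1 h reaction at 25 °C, ATP-initiated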
OXTR agonist: human OXTR agonists, primary screen, fluorescence, CHO-OTR cells, Fluo-8 calcium. Oxytocin receptor (Homo sapiens), P30559. Fluo-8 calcium fluorescence; normalized: DMSO 0%, oxytocin 100%. activation, % at 3 µM. hit rate 0.32% among 320,000. AID 2435, 2010;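 active = activation above the mean of all tested compounds plus 3 SD, cutoff set per screening run, cut at about 20% in these data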;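 note: peak over basal fluorescence ratio from a 100 s FLIPR kinetic read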
PHOSPHO1 block: PubChem AID 1565; inhibition, % at 13.3 µM; hit rate 1.1% among 290,000; recombinant PHOSPHO1, absorbance phosphatase assay; Phosphoethanolamine/phosphocholine phosphatase (Homo sapiens), Q8TCT1; in the data active = inhibition above about 60%
Target sequence (Q8TCT1 whole entry, looked up): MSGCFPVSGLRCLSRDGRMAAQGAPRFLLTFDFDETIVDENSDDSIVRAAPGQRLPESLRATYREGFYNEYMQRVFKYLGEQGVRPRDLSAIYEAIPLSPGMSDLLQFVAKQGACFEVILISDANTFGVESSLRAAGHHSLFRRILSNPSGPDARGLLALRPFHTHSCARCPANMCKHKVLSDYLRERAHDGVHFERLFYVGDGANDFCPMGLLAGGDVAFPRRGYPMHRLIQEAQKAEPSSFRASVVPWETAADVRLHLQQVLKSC
V1aR counter: agonists of human V1a receptor, primary screen, counter-screen for OXTR agonist project, fluorescence, CHO-V1R cells | Vasopressin V1a receptor (Homo sapiens), P37288 | Fluo-8 calcium fluorescence, agonist mode; 0% DMSO, 100% 3 nM vasopressin | activation, % at 3 µM | hit rate 0.25% among 320,000 | AID 2797, 2010;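 active = activation above the mean activation of all tested compounds plus 3 SD, per screening run, cut at about 20% in these data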;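 note: signal is peak over basal fluorescence ratio across a 100 second FLIPR read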
Target sequence (P37288 whole entry, looked up): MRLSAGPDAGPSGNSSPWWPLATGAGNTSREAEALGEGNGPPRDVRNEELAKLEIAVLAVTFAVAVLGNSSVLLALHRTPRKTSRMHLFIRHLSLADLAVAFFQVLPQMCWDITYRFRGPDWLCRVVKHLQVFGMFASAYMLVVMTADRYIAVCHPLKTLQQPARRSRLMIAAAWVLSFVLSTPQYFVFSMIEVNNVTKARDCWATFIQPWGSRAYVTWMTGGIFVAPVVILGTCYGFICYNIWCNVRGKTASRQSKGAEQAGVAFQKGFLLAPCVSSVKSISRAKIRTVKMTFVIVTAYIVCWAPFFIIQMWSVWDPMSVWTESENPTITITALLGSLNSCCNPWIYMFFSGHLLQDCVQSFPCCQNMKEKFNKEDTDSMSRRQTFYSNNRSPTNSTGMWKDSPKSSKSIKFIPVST
GPR7 antagonist: GPR7 receptor antagonists, primary screen, cell-based, fluorescence, single concentration; GPR7-expressing cells, fluorescence antagonist assay; inhibition, % at 4.4 µM; hit rate 1.1% among 290,000; in the data active = inhibition above about 16%, passing the limit was not always enough;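 note: cells stimulated with the agonist NPW; 0% = agonist with vehicle and 100% = vehicle without agonist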
VIM-2 inhibitor: VIM-2 metallo-beta-lactamase inhibitors, primary screen, biochemical, epi-absorbance readout, Pseudomonas aeruginosa enzyme; purified VIM-2, nitrocefin hydrolysis, epi-absorbance fluorescence; inhibition, % at 5.6 µM; AID 1527, 2009; hit rate 0.89% among 290,000;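 active = inhibition above the mean of all tested compounds plus 3 SD, cutoff set per screening run, cut at about 7.5% in these data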;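 note: red hydrolysis product quenches plate fluorescence so inhibitors raise well fluorescence; 0% = enzyme with DMSO and 100% = DMSO without enzyme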
GalR3 antag: GalR3 antagonists in HEK293 cells, primary screen, cell-based, fluorescence readout | Galanin receptor type 3 (Homo sapiens), O60755 | HEK293 GalR3-CNG cAMP membrane potential fluorescence; galR3 body fused to GalR1 C-terminus | inhibition, % at 3 µM | hit rate 0.44% among 360,000 | AID 651719, 2012;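 active = inhibition above the screen-wide average plus 3 SD, cut at about 13% in these data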;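 note: forskolin and galanin both at EC90 stimulate the cells; cAMP rise reported by CNG channel membrane potential dye signal; 0% = forskolin plus galanin with DMSO and 100% = forskolin alone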
Target sequence (O60755 1-299 limits assumed): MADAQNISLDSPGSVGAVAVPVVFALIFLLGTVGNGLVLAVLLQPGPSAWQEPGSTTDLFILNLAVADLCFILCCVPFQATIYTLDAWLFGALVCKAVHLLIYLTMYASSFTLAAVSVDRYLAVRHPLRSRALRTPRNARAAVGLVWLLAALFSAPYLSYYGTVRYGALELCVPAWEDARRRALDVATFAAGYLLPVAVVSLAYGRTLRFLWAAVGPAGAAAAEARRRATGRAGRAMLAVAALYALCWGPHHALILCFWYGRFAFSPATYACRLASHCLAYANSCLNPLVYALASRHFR
DNA FID counter: compounds displacing fluorescent DNA intercalator, primary screen, artefact control for HCV NS3 helicase inhibitor project, biochemical, FID fluorescence; DNA fluorescent intercalator displacement; inhibition, % at 7.9 µM; hit rate 0.17% among 290,000; in the data active = inhibition above about 37%;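 note: 0% = vehicle and 100% = reference compound; higher means more ethidium bromide displaced from hairpin DNA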
Numbers without * were called inactive; x = not tested or not shown.

SMILES	IMP-1 inhibitor	HCV NS3 hel inh	OXTR agonist	PHOSPHO1 block	V1aR counter	GPR7 antagonist	VIM-2 inhibitor	GalR3 antag	DNA FID counter
Cc1ccc(-c2cc(C(=O)N3CCc4ccccc4C3)[nH]n2)cc1C	-3.5	2	-0.3	6	-1.1	-14	-1.6	2	-23
COc1cc(C(=O)NNC(=O)NC2CCCCC2)cc(OC)c1OC	-0.7	1	0.6	22	0.6	3	0.2	2	-4
CN(Cc1ccccc1)C(=O)CCC1CCN(S(C)(=O)=O)CC1	-0.1	18	-0.5	8	1.9	-1	0.8	-10	-11
Cc1sc2nc(CN3CCCCC3)nc(Cl)c2c1C	-2.9	-2	0.4	-11	0.8	0	-2.4	2	3
O=C(NCc1ccco1)c1ccc2nccnc2c1	-1.4	1	0.4	43	-0.4	-13	-4.5	-2	-2
Cc1cc(C(=O)Nc2ccc3ccccc3c2)oc1C	-3.8	-7	-1.6	24	-0.9	-13	-0.7	-6	-19
Cn1c(/C(C#N)=C/C2CC=CCC2)nc2ccccc21 (stereo not given)	-3.3	10	-1.3	4	-0.6	-12	-1.2	0	6
Cn1cnnc1Sc1ccc(S(C)(=O)=O)cc1[N+](=O)[O-]	-3.9	-1	0.4	8	-0.5	-6	-3.5	0	7
Cc1ccc(CCNC(=O)CCn2ccc3cc(S(=O)(=O)N4CCCC4)ccc32)cc1	-1.7	-10	-2.6	26	-0.3	-3	0.1	-9	-40
Cc1cccc(C(=O)OCC(=O)N2CC(C)OC(C)C2)c1C (stereo not given)	-1.8	4	-0.4	31	9.9	-10	1.6	-8	-10
CC(=O)NC(CC(=O)O)c1ccc(F)cc1 (stereo not given)	-0.5	2	0.1	22	0.6	-8	-3.7	-6	7
O=C(Nc1nc2ccsc2c(=O)s1)c1ccc(F)cc1	-4.8	12	-0.5	3	0.6	0	-3.6	3	1
CCOP(=O)(OCC)c1ccccc1OCP(C)(=O)COc1ccccc1P(=O)(OCC)OCC	-2.6	1	0.2	38	0.1	-10	-2.9	-7	-30
CCOC(=O)c1ccc(NC(=O)c2cc3c(C)nn(-c4ccccc4Cl)c3s2)s1	-1.0	-3	-0.2	-7	0.1	-8	-2.3	2	3
Cc1ccc(Nc2cc(-c3ccccc3)nc3ncnn23)cc1	-0.9	-3	-1.9	32	-0.6	-8	-1.7	-5	-10
CC(C)c1nc(SCC(=O)NCc2ccccc2)n[nH]1	-3.4	-9	0.2	5	0.7	2	0.5	0	0
CCOC(=O)N1CCC(n2c(SCC(=O)N3CCCC3)nc3ccccc3c2=O)CC1	-1.2	3	-0.7	41	-0.6	-5	-5.6	-5	-14
Cc1cc(OCCN2CCCCC2)nc2ccccc12	-0.4	-3	-0.3	11	0.2	-10	-3.4	-2	2
c1csc(-c2noc(CN3CCc4sccc4C3)n2)c1	-1.7	3	-1.1	21	-0.3	-1	-0.7	-3	-4
COc1ccc(C(=O)OCC(=O)Nc2nnc(-c3ccccc3)o2)cc1	0.1	21	-0.7	19	-0.3	32*	1.0	0	-36
COc1ccc(/C=N/NC(=O)c2cccc(Br)c2)cc1CSc1ccccn1	0.5	-6	-1.8	-24	0.9	4	-2.6	-14	-3
CCn1cc(C(=O)N2CCOCC2)c(=O)c2cc(S(=O)(=O)N(C)C3CCCCC3)ccc21	1.4	-2	1.0	10	-0.6	-2	-1.7	1	-15
Cc1cc(Cl)ccc1Oc1ncnc2oc(-c3ccccc3)cc12	-2.7	6	-0.9	-10	-0.6	0	-1.0	-1	3
COc1ccc(CN=C2NC(=O)CC(C(=O)Nc3cc(C)cc(C)c3)S2)cc1 (stereo not given)	-1.2	-12	-1.7	23	0.9	-8	-2.2	3	-34
CCOC(=O)C1CCN(C(=O)c2ccc(CNS(=O)(=O)c3ccc(OC)cc3)cc2)CC1	-2.4	-6	-0.1	-16	1.2	-12	-2.0	-5	-38

The results go on.
SMILES	IMP-1 inhibitor	HCV NS3 hel inh	OXTR agonist	PHOSPHO1 block	V1aR counter	GPR7 antagonist	VIM-2 inhibitor	GalR3 antag	DNA FID counter
CC(=O)Nc1ccc(S(=O)(=O)Nc2cc(-c3ccccc3)nn2C)cc1	-2.2	3	-0.3	29	1.0	-3	-1.2	-6	-2
N#C/C(=C/c1ccc(N2CCOCC2)o1)C(=O)Nc1ccccc1	2.1	6	x	37	x	11	3.7	-2	0
COc1ccccc1N1CCN(Cc2cc(=O)n3ccsc3n2)CC1	-1.1	1	0.7	18	0.0	0	-1.6	-7	-6
Cc1cc(N2CCOCC2)nc2ccc(NC(=S)NCCN(C)C)cc12	1.0	11	-0.8	42	5.4	26	3.2	-12	52*
COc1ccc(N2CCN(c3ccc4nnc(CCC(=O)Nc5ccc(C)cc5)n4n3)CC2)cc1	-2.9	-25	-0.2	33	-0.3	0	-3.7	x	-43
O=C(NC(=S)Nc1cc([N+](=O)[O-])ccc1O)c1cccnc1	-5.2	-7	0.4	24	0.0	-1	-1.1	1	-2
NC(=O)COC(=O)c1cccc2c1-c1ccccc1C2=O	-3.7	-2	-0.8	-3	-0.8	-13	7.9*	-3	4
COc1ccccc1N(CC(O)COc1ccc(C)cc1)S(=O)(=O)c1ccccc1 (stereo not given)	0.5	-8	-2.1	-16	-0.2	-6	0.6	-6	-24
Cc1onc(-c2ccccc2Cl)c1C(=O)NNC(=O)c1nn(C)cc1Cl	-1.4	0	1.2	-3	0.0	0	-2.5	-4	-2
Cc1cc2nnc(SCc3ccccc3)n2c(N)n1	-1.6	-1	0.3	11	-0.8	1	-2.3	-4	-2
CCOc1ccc(NC(=O)C2C(C(=O)O)C3(Cl)C(Cl)=C(Cl)C2(Cl)C3(Cl)Cl)cc1 (stereo not given)	-0.8	20	-2.1	28	-0.5	15	1.1	-5	-2
COc1ccc(NC(=O)N2CCN(C(=O)C(Cc3ccc(F)cc3)NC(C)=O)CC2)cc1 (stereo not given)	-3.2	-1	0.0	37	1.8	-11	-4.3	-6	-7
CCN1C(=O)/C(=C/N(C(C)=O)c2ccccc2)N(c2ccccc2)C1=S	-3.6	3	-0.6	-2	-0.6	-3	2.2	2	-8
CCN(CCCNC(=O)C1CCN(S(=O)(=O)N2CCC3(CC2)OCCO3)CC1)c1ccccc1	-1.5	-4	-0.3	37	6.6	5	-1.4	-9	-24
Oc1cccc(/C=N/NC(=S)Nc2cccnc2)c1O	-3.0	31	-0.1	-16	-0.2	-3	-2.2	7	-11
NNC(=O)CNC(=O)CNS(=O)(=O)c1ccccc1	-2.9	1	-1.4	46	0.2	-8	-7.0	-7	-4
O=C(CSc1nnc(CNC(=O)c2c(F)cccc2F)o1)NCc1ccc(F)cc1	1.2	-6	0.3	-5	-0.2	-3	0.2	-3	-3
CC(=O)N1CCc2cc(S(=O)(=O)CCC(=O)Nc3ccc4c(c3)OCCO4)ccc21	-4.1	3	-1.0	9	-0.6	-6	-0.3	-4	3
O=C(/C=C/c1ccccc1)N1CCN(c2cccc(Cl)n2)CC1	-0.1	-4	-2.0	-8	-0.8	-4	-1.4	-3	-7
CC1=C(C(=O)OC2CCCCC2)C(c2ccc(N(C)C)cc2)NC(=O)N1 (stereo not given)	-4.0	-3	-1.1	36	-1.4	-22	-2.2	-8	-31
Cc1noc(C)c1C(=O)N1CCN(c2ncccn2)CC1	-6.4	4	0.7	21	0.5	-17	-1.4	-5	-1
O=c1[nH]c(CSc2nnc(-c3cccnc3)n2C2CCCCC2)nc2ccccc12	-4.0	-7	1.4	-34	0.4	-8	-3.8	-1	-33
COc1ccc(CN2C(=O)c3cccnc3C2Nc2cc(Cl)ccc2OC)cc1 (stereo not given)	-3.5	-4	0.3	29	0.0	-9	-3.0	-5	-14
Cc1ccc(Nc2nnc(SC(C)C(=O)Nc3c(C)n(C)n(-c4ccccc4)c3=O)s2)cc1 (stereo not given)	-4.1	-4	-1.3	11	-0.8	-2	-1.9	-3	-16
COc1cccc(NC(=S)N(CCc2c(C)[nH]c3ccccc23)Cc2ccco2)c1	-2.1	-10	0.1	-11	0.7	-10	-2.9	-2	-9
COC(=O)c1cc(Br)c(=O)n(Cc2ccc(C(=O)O)cc2)c1	-0.5	-6	0.1	11	0.3	4	-3.5	-2	2
CC(C)CNC(=O)COc1ccccc1[N+](=O)[O-]	-3.2	5	0.1	1	0.6	-12	-2.6	-4	0

Entries of single compounds, looked up by structure.
O=C(NC(=S)Nc1cc([N+](=O)[O-])ccc1O)c1cccnc1 is listed with IMP-1 inhibitor = -5.2; HCV NS3 hel inh = -7; OXTR agonist = 0.4; PHOSPHO1 block = 24; V1aR counter = 0.0; GPR7 antagonist = -1; VIM-2 inhibitor = -1.1; GalR3 antag = 1; DNA FID counter = -2
CCOc1ccc(NC(=O)C2C(C(=O)O)C3(Cl)C(Cl)=C(Cl)C2(Cl)C3(Cl)Cl)cc1 (stereo not given) is listed with IMP-1 inhibitor = -0.8; HCV NS3 hel inh = 20; OXTR agonist = -2.1; PHOSPHO1 block = 28; V1aR counter = -0.5; GPR7 antagonist = 15; VIM-2 inhibitor = 1.1; GalR3 antag = -5; DNA FID counter = -2

In the list so far, these contain an aryl thioether with sulfur outside any ring:
SMILES	IMP-1 inhibitor	HCV NS3 hel inh	OXTR agonist	PHOSPHO1 block	V1aR counter	GPR7 antagonist	VIM-2 inhibitor	GalR3 antag	DNA FID counter
Cn1cnnc1Sc1ccc(S(C)(=O)=O)cc1[N+](=O)[O-]	-3.9	-1	0.4	8	-0.5	-6	-3.5	0	7
CC(C)c1nc(SCC(=O)NCc2ccccc2)n[nH]1	-3.4	-9	0.2	5	0.7	2	0.5	0	0
CCOC(=O)N1CCC(n2c(SCC(=O)N3CCCC3)nc3ccccc3c2=O)CC1	-1.2	3	-0.7	41	-0.6	-5	-5.6	-5	-14
COc1ccc(/C=N/NC(=O)c2cccc(Br)c2)cc1CSc1ccccn1	0.5	-6	-1.8	-24	0.9	4	-2.6	-14	-3
Cc1cc2nnc(SCc3ccccc3)n2c(N)n1	-1.6	-1	0.3	11	-0.8	1	-2.3	-4	-2
O=C(CSc1nnc(CNC(=O)c2c(F)cccc2F)o1)NCc1ccc(F)cc1	1.2	-6	0.3	-5	-0.2	-3	0.2	-3	-3
O=c1[nH]c(CSc2nnc(-c3cccnc3)n2C2CCCCC2)nc2ccccc12	-4.0	-7	1.4	-34	0.4	-8	-3.8	-1	-33
Cc1ccc(Nc2nnc(SC(C)C(=O)Nc3c(C)n(C)n(-c4ccccc4)c3=O)s2)cc1 (stereo not given)	-4.1	-4	-1.3	11	-0.8	-2	-1.9	-3	-16
